Compound activity: PubChem BioAssay, National Center for Advancing Translational Sciences (NCATS)
HT1080 IDH1KD tx = qHTS for induction of synthetic lethality in tumor cells producing 2HG: qHTS for the HT-1080-IDH1KD cell line | HT-1080 IDH1 knockdown viability, ATP luminescence, 48 h | Potency, µM (titrated, usually from 46.1 µM), inactives show top-dose activity, negative = toxicity, usual class: cytotoxic | hit rate 2% among 360,000 | AID 686971, 2013;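 further: potency means the concentration at half of the fitted maximal effect; 0% = DMSO wells and -100% = cell-free medium wells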
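CellTiter-Glo luminescence after 48 h compound exposure at 37 degrees C of IDH1-knockdown HT-1080 cells in 5% FBS RPMI. %Activity scaled between DMSO wells and cell-free media wells, with curves fitted and assigned curve classes.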
HT1080NT lethal = qHTS for induction of synthetic lethality in tumor cells producing 2HG: qHTS for the HT-1080-NT fibrosarcoma cell line; HT-1080-NT fibrosarcoma viability, CellTiter-Glo ATP luminescence, 48 h; Potency, µM (series often up to 46.1 µM), for inactives: at the top dose activity, negative = less viability, most hits filed as cytotoxic; AID 686970, 2013; hit rate 1.6% among 360,000;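 further: NT is the 2HG producing partner of a matched IDH1 knockdown line; potency means the concentration at half of the fitted maximal effect; 0% = DMSO-treated cells and -100% = media-only wells without cells; nearly all actives have a fitted effect of over 55% in size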
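750 cells/well, RPMI + 5% FBS; 2 h settle, compound pin-transfer, 48 h at 37 degrees C. CellTiter-Glo 10 min RT, luminescence. Normalized to DMSO and media-only wells.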
SW480 rerep = A quantitative high throughput screen for small molecules that induce DNA re-replication in SW480 colon adenocarcinoma cells | SW480 DNA re-replication, Hoechst DNA content imaging, 48 h | Potency, µM (top dose mostly 46.1 µM), without a hit: at the highest dose re-replication activation, most hits filed as activators | hit rate 1.8% among 340,000; further: potency means the concentration at half of the fitted maximal effect; % of control where 0% means no effect; nearly all actives have a fitted effect of over 55% in size
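SW480 cells exposed to compounds for 48 hr at 37 C, 5% CO2, then Hoechst-stained 40 min. Nuclear DNA content imaged by fluorescence scanning (405 nm excitation, 500-530 nm emission); re-replication scored as increased high-intensity nuclei.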
ATXN2 expr inh = Primary qHTS for Inhibitors of ATXN expression | HEK-293 ATXN2-luciferase reporter, luminescence, 24 h | Potency, µM (highest dose often 57 µM), inactives show at the top dose activity change, negative = inhibition, actives largely listed as inhibitors | hit rate 0.72% among 360,000; further: potency means the concentration at half of the fitted maximal effect; on the % scale 0 is the no-effect control and ±100 the full control effect; nearly all actives have a fitted effect of over 55% in size
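ATXN2-luciferase reporter cells (luciferase flanked by upstream and downstream ATXN2 gene portions) were treated 24 h at 37 °C with compounds at up to 57 uM. SteadyGlo luminescence gave expression; GF-AFC fluorescence gave viability.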
HepG2 viability = qHTS for Inhibitors of TGF-b: Cytotox Counterscreen | hit rate 0.76% among 410,000 | HepG2 CAGA-GFP viability, ATP luminescence, 18 h | Potency, µM (highest dose often 46.1 µM), for the others: at the highest dose activity change, negative = cytotoxicity, usual class: cytotoxic; further: potency means the concentration at half of the fitted maximal effect; some results filed as inactive show a strong effect at the top dose
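HepG2 CAGA-GFP cells (1000/well, DMEM with 1% FBS) received compound, then TGF-beta at 500 pg/mL final, and were incubated 18 hours at 37 degrees C. Viability was read by CellTiter-Glo luminescence. Media-only wells were set as complete cell-killing and DMSO as no toxicity.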
KB-3-1 tox = qHTS assay for MDR1-selective chemotherapeutics: Primary screen using the parental adenocarcinoma cell KB-3-1; KB-3-1 viability, CellTiter-Glo ATP luminescence, 72 h; Potency, µM (series often up to 46.1 µM), without a hit: at the top dose activity change, negative = cytotoxic, usual class: cytotoxic; hit rate 1.4% among 400,000; AID 1347075, 2019; further: potency means the concentration at half of the fitted maximal effect; on the % scale 0 is the no-effect control and ±100 the full control effect; nearly all actives have a fitted effect of over 60% in size
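Luminescent ATP read-out (CellTiter-Glo) measures survival of drug-naive KB-3-1 cells after 72 h compound exposure at 37 °C. Titration series was screened from lowest to highest concentration, with DMSO vehicle plates as background controls.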
MCF10A rerep = A quantitative high throughput screen for small molecules that induce DNA re-replication in MCF 10a normal breast cells; MCF 10A DNA re-replication, Hoechst nuclear intensity, 48 h; Potency, µM (top dose mostly 46.1 µM), for the others: at the top dose activity, positive = re-replication, most hits filed as activators; hit rate 2.9% among 350,000; further: potency means the concentration at half of the fitted maximal effect; % of control where 0% means no effect; nearly all actives have a fitted effect of over 50% in size
IL1B secr inh = qHTS for Inhibitors of Inflammasome Signaling: IL-1-beta AlphaLISA Primary Screen; activity change, % at 57.5 µM; hit rate 4.7% among 360,000; THP-1 LPS/ATP IL-1B secretion, AlphaLISA, 16 h; hits give low values; in the data active means activity change below about -50%; inconclusive means mostly about -30% to -49%; further: on the % scale 0 is the no-effect control and ±100 the full control effect
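Secreted IL-1B measured by AlphaLISA bead assay after 16 h compound exposure of THP-1 cells; compounds (final up to 57.5 uM) added 1 h before LPS (250 ng/mL) and ATP (1.25 mM) stimulation; lower signal means less secretion.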
ATXN viability = Viability Counterscreen for Primary qHTS for Inhibitors of ATXN expression; S2 cells (HEK-293 line with an ATXN2-luciferase reporter) viability, CellTiter-Fluor protease fluorescence, 24 h; Potency, µM (titrated, usually from 56.7 µM), hits mostly cytotoxic; hit rate 0.49% among 400,000; AID 651635, 2014; further: potency means the concentration at half of the fitted maximal effect; nearly all actives have a fitted effect of over 40% in size
An asterisk follows results filed as active; i = inactive; ? = inconclusive; . = no result given; [ ] = remark or other dose. Unless noted, the call rests on the fitted dose curve; in most records, active means well fitted curve in the direction sought with a large enough effect; inconclusive means small, poorly fitted or top-dose-only effect, or another doubt; inactive means no such curve, though single readings can be large; an effect the other way counts as inactive or inconclusive.

no.	structure	HT1080 IDH1KD tx	HT1080NT lethal	SW480 rerep	ATXN2 expr inh	HepG2 viability
1	CCOC(=O)CSc1nc2sc3c(c2c(=O)n1Cc1ccccc1)CC(C(C)C)OC3 (configuration not stated)	.	.	.	8%	-3%
2	CCCNC(=O)C1(C)CCCN(C(=O)c2cccc(C#N)c2)C1 (configuration not stated)	19%	18%	.	9%	-1%
3	CCCN(CCC)C(C(=O)Nc1cccc(OC)c1)c1ccccc1 (configuration not stated)	-8%	-9%	?	-4%	0%
4	O=C(C1CCCO1)N(c1cccc(Cl)c1)C1C=CS(=O)(=O)C1 (configuration not stated)	0%	12%	-2%	4%	-2%
5	Cc1ccc(C)c(NC(=O)CSc2nc(-c3ccccc3Cl)nc3c2Cc2c(CO)cnc(C)c2O3)c1	.	.	.	0%	-12%
6	CC(=O)N1CCN(C(=O)c2ccccc2NS(=O)(=O)c2ccc(F)cc2)CC1	2%	4%	-18%	2%	3%
7	O=C(Nc1ccc2c(c1)OCO2)c1ccc(Cl)cc1Cl	-10%	-19%	-8%	9%	-13%
8	COc1ccc(-n2c(Cc3cccn3C)nnc2SCC(=O)N2CCCC2)cc1	-1%	1%	-1%	4%	-3%
9	NC(=O)c1c(NC(=O)c2cccnc2)sc2c1CCCCC2	1%	6%	1%	.	-5%
10	Cc1cc2c(cc1C)C(=O)CCC2	18%	1%	.	.	-17%
11	Cc1cc(C)nc(NC(=O)c2ccc(OC(C)C)cc2)n1	-2%	1%	-7%	7%	-11%
12	CCn1ncc(Br)c1C(=O)NC1CCCCCCC1	-1%	-3%	-7%	-13%	-15%

no.	KB-3-1 tox	MCF10A rerep	IL1B secr inh	ATXN viability
1	4%	.	.	i
2	0%	.	9	i
3	1%	?	13	i
4	-8%	-3%	12	i
5	0%	.	.	i
6	5%	-4%	22	i
7	10%	0%	?	i
8	-16%	-3%	-12	i
9	1%	?	0	i
10	12%	.	-20	i
11	-3%	3%	-3	i
12	1%	-31%[inhibitor]	0	i

(listing goes on)
no.	structure	HT1080 IDH1KD tx	HT1080NT lethal	SW480 rerep	ATXN2 expr inh	HepG2 viability
13	Cc1ccc([C@H]2C[C@@H](O)[C@H](n3cc(-c4ccc(F)cc4)nn3)CN2C(=O)c2cccs2)cc1	?	?	.	-25%	-30%
14	CSCCCNC(=S)N1CCN(c2ccc(C(C)=O)cc2)CC1	4%	0%	-45%[inhibitor]	6%	7%
15	CCCC(C)C(=O)Nc1ccc(S(=O)(=O)Nc2nccs2)cc1 (configuration not stated)	-3%	-4%	-8%	-21%	-10%
16	Cc1[nH]c2ccccc2c1Cc1nnc(SCC(=O)NCc2ccco2)o1	7%	7%	-4%	2%	-5%
17	CC(C)=C(NC(=O)c1ccccc1)C(N)=O	18%	-8%	0%	.	5%
18	Cc1ccccc1OCC(O)Cn1c(Br)nc2c1c(=O)[nH]c(=O)n2C (configuration not stated)	-10%	-1%	-26%	-7%	-13%
19	O=C(NC(=S)Nc1ccc(N2CCCC2)cc1)c1ccc(F)cc1	-22%	-4%	0%	-13%	-6%
20	S=C(Nc1ccc2nccnc2c1)N1CCOCC1	1%	4%	-5%	-6%	-2%
21	CCN(CC)S(=O)(=O)c1cc(NC(=O)c2n[nH]c(=O)c3ccccc23)ccc1C	9%	4%	-12%	-32%	-27%
22	O=C(CNS(=O)(=O)c1ccc(Cl)cc1)N1CCN(c2ccc(F)cc2)CC1	-2%	1%	-10%	-15%	-9%
23	O=C(NC1CCCC1)C1c2ccccc2OCC(=O)N1Cc1cccnc1 (configuration not stated)	3%	-2%	.	4%	.
24	FC(F)(F)c1nnc(-c2ccccc2)nc1N1CCCC1	0%	1%	-3%	4%	-11%

no.	KB-3-1 tox	MCF10A rerep	IL1B secr inh	ATXN viability
13	-23%	.	-19	?
14	-2%	-43%[inhibitor]	13	i
15	0%	0%	0	i
16	14%	?	25	i
17	4%	0%	12	i
18	2%	11%	43	i
19	12%	6%	-7	.
20	3%	9%	0	i
21	-7%	18%	0	i
22	-24%	?	-8	i
23	2%	.	-3	i
24	18%	-3%	-8	i

Brought forward from above: 4 entries; new compounds follow.
no.	structure	HT1080 IDH1KD tx	HT1080NT lethal	SW480 rerep	ATXN2 expr inh	HepG2 viability
21	CCN(CC)S(=O)(=O)c1cc(NC(=O)c2n[nH]c(=O)c3ccccc23)ccc1C	9%	4%	-12%	-32%	-27%
22	O=C(CNS(=O)(=O)c1ccc(Cl)cc1)N1CCN(c2ccc(F)cc2)CC1	-2%	1%	-10%	-15%	-9%
23	O=C(NC1CCCC1)C1c2ccccc2OCC(=O)N1Cc1cccnc1 (configuration not stated)	3%	-2%	.	4%	.
24	FC(F)(F)c1nnc(-c2ccccc2)nc1N1CCCC1	0%	1%	-3%	4%	-11%
25	CCOC(=O)c1csc(NC(=O)c2cc(OC)c(OC)c(OC)c2)n1	-20%	-14%	0.23µM*	-26%	-15%
26	COc1ccc(-c2nnc(SC(C)C(=O)Nc3ccc4c(c3)OCCO4)o2)cc1 (configuration not stated)	1%	-4%	1%	88%[activator]	8%
27	O=C(COC(=O)c1cc(-c2cccs2)nn1-c1ccccc1)Nc1cccc([N+](=O)[O-])c1	10%	2%	1%	-4%	-4%
28	COc1cc(Br)cc2cc(C(=O)N3CCCCC3C)c(=O)oc12 (configuration not stated)	0%	5%	2%	2%	-29%
29	O=C(Nc1ccccc1)OCN1C(=O)c2ccccc2C1=O	3%	-3%	-10%	30%	-25%
30	CCOc1ncccc1C(=O)OCC(=O)N1CCN(S(=O)(=O)c2ccc(Cl)cc2)CC1	15%	0%	-11%	2%	8%
31	CC(C)(C)c1cccc(Cn2nnc3ccccc32)c1O	-1%	?	7%	-24%	-39%
32	O=C1CC(c2ccccc2)CN1C(=O)c1cncc(Br)c1 (configuration not stated)	14%	7%	9%	-24%	-53%
33	C=CCN(c1ccccc1)S(=O)(=O)c1ccc(Cl)c(C(=O)OCC(=O)NCCCN2CCCC2=O)c1	6%	9%	-6%	-8%	6%
34	N=c1oc2ccccc2cc1C(=O)NC1CCCCCC1	6%	-2%	-12%	30%	1%
35	COc1cc(NC(=O)NCCn2nnc3cc(S(=O)(=O)N(C)C)ccc32)cc(OC)c1OC	.	.	.	2%	5%
36	COc1cc(NC(=O)CCCl)cc(-n2cnnn2)c1	-5%	1%	-15%	0%	-21%

no.	KB-3-1 tox	MCF10A rerep	IL1B secr inh	ATXN viability
21	-7%	18%	0	i
22	-24%	?	-8	i
23	2%	.	-3	i
24	18%	-3%	-8	i
25	-7%	?	-54*	i
26	0%	7%	?	i
27	13%	2%	20	i
28	6%	-4%	0	i
29	5%	-6%	-15	i
30	29%	2%	8	i
31	-10%	11%	-1	i
32	3%	-1%	-6	i
33	17%	-2%	11	i
34	-2%	6%	0	i
35	8%	.	.	?
36	2%	-5%	-2	i

More records.
no.	structure	HT1080 IDH1KD tx	HT1080NT lethal	SW480 rerep	ATXN2 expr inh	HepG2 viability
37	COC(=O)c1cc(S(=O)(=O)NCC2CCN(Cc3ccc(Cl)cc3)CC2)c[nH]1	-7%	11%	-4%	-16%	-13%
38	CCOc1ccccc1-c1cc(-c2ccc(OC)cc2)nc2c1c(=O)n(C)c(=O)n2C	-9%	-17%	-3%	-24%	-14%
39	COc1ccc([C@H]2CC(=O)C=C(c3cc(Cl)cc(Cl)c3)C2)cc1	-1%	-1%	-6%[9.22 µM]	-20%	-14%
40	Cc1ccc(S(=O)(=O)CCN2C=CC(C(F)(F)F)=NCC2)cc1	13%	3%	-13%	2%	2%
41	CN1C(=S)N2CCCN2C1c1ccccc1 (configuration not stated)	15%	2%	5%	2%	-10%
42	Cc1c(NC2=NC(C)(C)Cc3ccccc32)c(=O)n(-c2ccccc2)n1C	16%	13%	-7%	-16%	-1%
43	Cc1c(C(=O)OCC(=O)NCCc2ccc(S(N)(=O)=O)cc2)oc2ccccc12	1%	-17%	-12%	.	13%
44	Cc1ccc(-c2noc(C3CCCCC3)n2)cc1	6%	24%	-4%[9.22 µM]	46%[activator]	4%
45	COc1ccc(/C=C/C(=O)NCCOc2ccccc2OC)cc1	19%	24%	0%	10%	-17%
46	COc1ccc(CCNC(=O)C2(C)CCC(=O)N2Cc2ccc(C)cc2)cc1OC (configuration not stated)	3%	4%	-5%	4%	1%
47	C(=N\Nc1ccc2ccccc2n1)/c1ccc2c(c1)OCO2	?	-13%	-6%	?	-34%
48	Cc1ccc(C)c(C(=O)c2ccccc2NC(=O)c2ccccn2)c1	21µM*	?	?	-3%	-11%
49	COc1ccccc1OCCn1cc(/C=C(\C#N)C(=O)NCc2cccs2)c2ccccc21	-1%	-1%	-14%	6%	-22%

no.	KB-3-1 tox	MCF10A rerep	IL1B secr inh	ATXN viability
37	0%	1%	-12	i
38	0%	0%	14	i
39	0%	?	-27	i
40	-6%	-1%	.	i
41	10%	-7%	5	i
42	-4%	2%	-1	i
43	4%	2%	2	i
44	0%	-1%	-6	i
45	4%	5%	-2	i
46	22%	0%	27	i
47	-12%	?	-10	i
48	?	7.3µM*	18	i
49	0%	-6%	-9	i
